ELG1 DNA repair = inhibitors of ELG1-dependent DNA repair in HEK293T cells. Potency, µM (doses to about 46.1 µM), without a hit: at the top dose activity change, negative = inhibition, most hits filed as inhibitors. AID 504467. hit rate 2.3% among 330,000. HEK293T ELG1-luciferase reporter, luminescence, 16 h; DNA damage induced by 5-fluorouridine; also: potency is read from the fitted curve at half-maximal effect; % is scaled to controls: 0 for no effect and ±100 for the full control effect; nearly all actives have a fitted effect of over 55% in size
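Overnight (16 hr) co-exposure of 2,000 cells/well to 5-fluorouridine and compound at 37 °C preceded detection. Luciferase was quantified via ONE-Glo luminescence; loss of signal denotes inhibition.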
TSHR antagonist = antagonists of human thyroid stimulating hormone receptor. P16473. TSHR-expressing cells, TSH-stimulated cAMP HTRF, 2 h; hits give low values. activity change, negative = inhibition, % at 11.5 µM. hit rate 0.2% among 330,000. AID 504810;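 active = activity change below a set negative limit, meaning inhibition stronger than a set level, cut at about -70% in these data; inconclusive = activity change between two set negative limits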; also: % is scaled to controls: 0 for no effect and ±100 for the full control effect
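TSHR-expressing cells were treated with compounds, then stimulated with TSH at EC80 (4nM final) for 2 hours at 37 deg C. Cellular cAMP was measured by HTRF competition between lysate cAMP and cAMP-d2 for a cryptate-labelled anti-cAMP antibody.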
TCR act = T cell receptor activation | primary human leukocytes, anti-CD3, IL-2 HTRF, 48 h | Potency, µM (highest dose often 9.22 µM), without a hit: top-dose activation of IL-2 secretion, actives largely listed as activators | 330,000 tested, under 10 active; also: % of control where 0% means no effect
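Activity was scored as IL-2 release from primary human leukocytes given only a TCR signal (a-CD3 beads) plus compound for 48 hr. Detection used a two-antibody HTRF format read at 665nm.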
A-T KAP1 phos = candidate therapy for ataxia-telangiectasia; […] A-T fibroblasts, KAP-1 phosphorylation AlphaLISA; neocarzinostatin DNA damage 30 min before lysis; hit rate 0.19% among 320,000; AID 485349; Potency, µM (top dose mostly 57.5 µM), without a hit: at the highest dose activation, hits mostly activators; also: potency is read from the fitted curve at half-maximal effect; % of control where 0% means no effect; nearly all actives have a fitted effect of over 45% in size
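hTERT-immortalized A-T patient fibroblasts ([…]), 500 cells/well in OPTI-MEM, 1% FBS, got compounds for 60 min, then NCS for 30 min at 37C. Lysates were then assayed for phospho-KAP-1 by AlphaLISA (anti-pKAP1 donor, anti-KAP1 acceptor beads), 6 hr at 25C.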
Eya2 phos inh = blocks the phosphatase activity of human Eya2; O00167; recombinant Eya2, OMFP fluorescence dephosphorylation (OMFP is methylfluorescein phosphate); Potency, µM (highest dose often 76.9 µM), for inactives: top-dose activity, negative = inhibition, hits mostly inhibitors; hit rate 0.006% among 330,000; AID 488837; also: potency is read from the fitted curve at half-maximal effect; % is scaled to controls: 0 for no effect and ±100 for the full control effect
Target sequence (O00167 whole entry, looked up): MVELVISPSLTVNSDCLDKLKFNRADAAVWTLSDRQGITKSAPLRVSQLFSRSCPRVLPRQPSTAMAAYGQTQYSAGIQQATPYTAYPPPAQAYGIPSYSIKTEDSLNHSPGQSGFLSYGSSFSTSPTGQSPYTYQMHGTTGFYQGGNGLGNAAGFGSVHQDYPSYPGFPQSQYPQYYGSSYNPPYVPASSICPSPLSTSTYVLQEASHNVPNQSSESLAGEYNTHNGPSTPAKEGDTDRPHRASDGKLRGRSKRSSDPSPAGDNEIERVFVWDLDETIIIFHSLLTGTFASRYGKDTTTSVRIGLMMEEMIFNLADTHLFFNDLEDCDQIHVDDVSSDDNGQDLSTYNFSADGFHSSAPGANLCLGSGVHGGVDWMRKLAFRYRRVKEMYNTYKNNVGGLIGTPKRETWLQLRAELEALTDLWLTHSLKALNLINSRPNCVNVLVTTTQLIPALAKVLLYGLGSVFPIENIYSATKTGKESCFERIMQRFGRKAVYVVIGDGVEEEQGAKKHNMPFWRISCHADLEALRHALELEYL
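Eya2 (0.2 uM) preincubated 10 min at ambient with compound, then OMFP substrate added at 50 uM; 10 min reaction in 50 mM HEPES pH 7.5, 50 mM NaCl, 5 uM MgCl2, 0.05% BSA, 1 mM DTT. Fluorescence read at Ex 485/Em 525 nm.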
Mito fusion yeast = mitochondrial division inhibition or fusion activation; hit rate 0.23% among 320,000; S. cerevisiae fusion-defective mutant growth rescue, CellTiterGlo 48 h; Potency, µM (doses to about 46.1 µM), for inactives: at the top dose growth rescue (activation), usual class: activators;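 also: potency is read from the fitted curve at half-maximal effect; % of control where 0% means no effect; nearly all actives have a fitted effect of over 45% in size; temperature-sensitive fusion mutants such as fzo1-1 at 37 °C on non-fermentable ethanol glycerol medium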
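Compounds are tested for their ability to restore growth of mitochondrial fusion-defective yeast strains at non-permissive 37C in YPEG medium over 48 hours. Viability is quantified by luciferase luminescence.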
BCR signal inh = chronic active BCR signaling inhibition | ABC-DLBCL IkBa-CBG/CBR reporter, luminescence ratio, 4 h | Potency, µM (top dose mostly 46.1 µM), inactives show at the highest dose ratio change, negative = lower green/red ratio, hits mostly inhibitors | hit rate 0.05% among 340,000; active = well fitted inhibition curve with a large enough effect in the signal ratio, with a control signal flat, not every such curve was filed as active; inconclusive = small, poorly fitted or top-dose-only effect, or effect the other way, or a change in a side signal; the % refers to the signal ratio;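 also: potency is read from the fitted curve at half-maximal effect; plate controls were basal doxycycline-induced cells for no effect and cells given 10 µM MG132 for full effect; MG132 reads +100%, hits lower the ratio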
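TMD8 ABC-DLBCL cells carrying doxycycline-inducible green luciferase fused to IkappaBalpha plus unfused red luciferase were exposed to compounds (up to 46 uM) for 4 hrs at 37C. Activity came from the overlap-corrected green/red luminescence ratio.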
ASM inhibitor = blocks human secretory acid sphingomyelinase; hit rate 0.006% among 340,000; P17405; placental ASM, HMU-PC fluorogenic substrate, 60 min; Potency, µM (top dose mostly 57.5 µM), for the others: at the highest dose activity change, negative = inhibition, most hits filed as inhibitors; also: potency is read from the fitted curve at half-maximal effect
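Human placenta-derived ASM preincubated with compound 10 min at room temperature, then reacted with 9 uM (final) fluorogenic HMU-PC substrate for 60 min at 37 C. Stop solution raises pH to 10; fluorescence read at Ex 386/Em 447 nm.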
Integrin act MD = activates integrin-mediated alleviation for muscular dystrophy; Potency, µM (highest dose often 38.3 µM), for the others: at the top dose activation, most hits filed as activators; hit rate 0.064% among 350,000; alpha7betagal myoblasts, beta-gal FDG fluorescence, 48 h;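 also: potency is read from the fitted curve at half-maximal effect; 100% = response of the positive control SU9516; nearly all actives have a fitted effect of over 60% in size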
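Alpha7betagal+/- myoblasts (passage 13) were plated 16-24 hr, then exposed to compounds (1:260 dilution of DMSO stock) for 48 hours at 37C. After MPER lysis, β-galactosidase reporter activity was read as FDG fluorescence (ex 480/em 540) after 30 minutes.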
TSG101-PTAP inh = blocks PTAP/TSG101 interaction to inhibit HIV-1 budding | Q99816 | Potency, µM (highest dose often 115 µM), inactives show at the highest dose activity change, negative = inhibition, most hits filed as inhibitors | 340,000 tested, under 10 active | Fluorescence polarization, FITC-PTAP peptide / Tsg101 binding; active = well fitted inhibition curve with a large enough effect in the main read-out, with a control signal flat, not every such curve was filed as active; inconclusive = small, poorly fitted or top-dose-only effect, or effect the other way, or a change in a side signal; inactive = no such curve, though single readings can be large or run the other way; also: potency is read from the fitted curve at half-maximal effect; % of control where 0% means no effect
Target sequence (Q99816 whole entry, looked up): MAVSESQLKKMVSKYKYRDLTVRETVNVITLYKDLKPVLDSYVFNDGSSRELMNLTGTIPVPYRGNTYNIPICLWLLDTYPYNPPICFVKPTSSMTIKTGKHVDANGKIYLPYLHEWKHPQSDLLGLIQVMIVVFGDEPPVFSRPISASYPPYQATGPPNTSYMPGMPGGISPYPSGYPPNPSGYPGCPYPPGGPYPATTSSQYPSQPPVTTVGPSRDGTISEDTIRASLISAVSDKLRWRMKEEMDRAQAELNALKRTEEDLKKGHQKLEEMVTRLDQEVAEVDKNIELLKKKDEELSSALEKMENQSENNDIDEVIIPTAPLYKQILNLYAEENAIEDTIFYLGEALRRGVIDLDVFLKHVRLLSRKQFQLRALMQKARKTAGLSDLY
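FP read-out: FITC-PTAP peptide, 50 nM final, binding Tsg101 binding domain, 10 uM final; 20 min, r.t.; 10 mM HEPES pH 7.5, 0.15 M NaCl, 0.01% Tween 20, 3 mM EDTA, 0.1 mM TCEP.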
Tb PFK inh = blocks T. brucei phosphofructokinase; O15648; T. brucei PFK, ADP-Glo luminescence; Potency, µM (highest dose often 57.5 µM), for the others: at the top dose activity, negative = inhibition, most hits filed as inhibitors; hit rate 0.17% among 330,000;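 also: potency is read from the fitted curve at half-maximal effect; 0% = uninhibited 1x PFK enzyme wells and -100% = no-enzyme wells; nearly all actives have a fitted effect of over 60% in size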
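PFK 1.25 nM, F6P 0.5 mM, ATP 0.1 mM, 0.1 M TEA pH 8.0, 5 mM MgCl2, 0.01% Tween20, 0.1% BSA; 45 min RT. ADP-Glo readout. qHTS titration up to 57 uM; curves fitted, compounds curve-classed.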
An asterisk follows results filed as active; ? = inconclusive; · = not tested or not shown; [ ] = another dose, or the depositor's remark. Unless noted, calls follow the shape of the dose curve; as a rule, active = well fitted curve in the direction sought with a large enough effect; inconclusive = small, poorly fitted or top-dose-only effect, or another doubt; inactive = no such curve, though single readings can be large; an effect the other way counts as inactive or inconclusive.

SMILES | ELG1 DNA repair | TSHR antagonist | TCR act | A-T KAP1 phos | Eya2 phos inh | Mito fusion yeast | BCR signal inh | ASM inhibitor | Integrin act MD | TSG101-PTAP inh | Tb PFK inh
CNC(=O)c1cc(NC(=O)CCn2nc(-c3ccc(C)cc3)c3ccccc3c2=O)ccc1OC | ? | -7 | -5% | -50% | 13% | -2% | ? | -4% | -41% | 0% | 4%
Cc1cc([N+](=O)[O-])nn1CCCC(=O)O | 10% | 2 | -2% | 1% | -14% | 0% | -10% | -2% | 6% | -1% | 0%
COC1CCCN(Cc2c(C(=O)N3CCc4ccccc4C3)nc3ccc(Cl)cn23)C1 (centres undefined) | 13% | 3 | 2% | -2% | 0% | -2% | 8% | -1% | -11% | -3% | 0%
CCOCCCNS(=O)(=O)c1ccc(NC(=O)CN2C(=O)c3ccccc3C2=O)cc1 | 2% | -2 | 6% | 1% | 4% | 9% | 2% | 4% | -19% | -6% | -4%
N#C/C(=N\Nc1cccc(F)c1)C(=O)C1CC1 | ? | -7 | 2% | 0% | -11% | 2% | ? | -8% | 5% | 0% | -6%
Cc1cccc(OCC(=O)Nc2ccncc2)c1C | -6% | -16 | · | -14% | 1% | -2% | -2% | 0% | -36% | 0% | -7%
CCOC(=O)CSc1c(-c2cccs2)[nH]c2ccccc12 | -13% | 6 | 1% | 18% | -8% | 14µM* | ? | -10% | -16% | 0% | 0%
COc1ccc(CCNC(=O)C(C)SCC(=O)Nc2ccc(F)cc2)cc1 (centres undefined) | 2% | 3 | 3%[46.1 µM] | 2% | -8% | · | -4% | 4% | 9% | -3% | 2%
COc1ccc2c(c1)OC(O)(C(F)(F)C(F)F)CC2=O (centres undefined) | -1% | 6 | -11% | -8% | 3% | 22% | 5% | -1% | -12% | 1% | -9%
O=C(OCC(=O)N1CCCC1)c1c(Cl)ccc(Cl)c1Cl | 12% | -7 | 5% | 7% | -20% | 9% | -2% | 0% | -6% | -5% | 5%
CC(C)CC(=O)NC(=S)N1CCCCCC1 | 23% | 3 | -4%[46.1 µM] | 1% | -13% | -3% | 0% | 0% | 7% | -2% | -1%
O=C(/C=C/c1cccs1)NNC(=O)c1ccccc1 | ? | -25 | 3% | 7% | -4% | 3% | ? | 3% | 12% | 0% | 3%
Cc1ccc(S(=O)(=O)N(C)C)cc1NC(=O)[C@H](Cc1ccccc1)N1C(=O)c2ccccc2C1=O | -9% | -1 | -3%[46.1 µM] | 1% | 0% | -5% | 1% | · | 12% | 2% | 0%
O=C(Nc1ccccc1[N+](=O)[O-])c1cccnc1Cl | -6% | 8 | -3%[46.1 µM] | 2% | 0% | 1% | 1% | -3% | 1% | -3% | 1%
Nc1nonc1-c1nc2ccccc2n1CC(=O)Nc1ccccc1 | -25% | -6 | 5% | -3% | 1% | -10% | -2% | -3% | -21% | -12% | 1%
COc1ccc(-c2cc(=O)oc3c(C)c(OC(=O)c4cccs4)ccc23)cc1 | 4.1µM* | -4 | -4%[46.1 µM] | -2% | 1% | -5% | 1% | -1% | ? | -6% | 0%
CCOc1ccc(N=c2oc3cc(O)ccc3cc2C(=O)NCC2CCCO2)cc1 (centres undefined) | 2.1µM* | 2 | 5% | -1% | -8% | -2% | ? | · | 27% | -1% | -1%
Cn1nnnc1SCC(=O)Nc1nc2c(s1)CCCC2 | ? | 10 | · | 3% | -6% | 1% | ? | 0% | ? | -6% | -4%
CC1SC(=S)N(c2ccc(N(C)C)cc2)C1=O (centres undefined) | 1% | 4 | -3% | -26% | -5% | 7% | -19% | 1% | 24% | -1% | 0%
Cc1cccc(NC(=S)N2CCC(C(N)=O)(N3CCCCC3)CC2)c1C | -1% | 3 | -1% | 0% | 1% | 3% | 0% | -7% | 16% | 0% | -1%
COc1ccccc1C(=O)NCC(=O)NCC1(N2CCCCC2)CCCCC1 | 8% | 14 | 3% | -3% | 18% | 8% | 0% | 5% | 12% | -2% | -1%
C=CCn1c(SCc2cc([N+](=O)[O-])cc3c2OCOC3)nc2cc(C(=O)O)ccc2c1=O | 6% | -12 | -4% | -3% | 7% | 2% | 7% | 7% | -16% | -4% | 21%
COC(=O)c1cccc(Nc2nc3ccccc3nc2C)c1 | ? | 1 | -1% | 3% | 1% | 0% | ? | 20% | -6% | 3% | 6%
COc1ccc(NC(=O)c2ccccc2O)c(OC)c1 | ? | 23 | 3% | · | -2% | 1% | ? | -4% | -2% | -4% | 1%
CCOC(=O)c1cnc2ccc(C)cc2c1NCCN1CCOCC1 | ? | -1 | -1% | -3% | -8% | -9% | 1% | 17% | -20% | -4% | -12%
CC(=O)c1cccc(N(CC(=O)Nc2ccc(F)cc2F)S(C)(=O)=O)c1 | · | · | 5% | · | · | 1% | · | 0% | 15% | -1% | ·
COc1ccc(CN2CCNC(=O)C2CC(=O)NCc2ccc(C)s2)c(OC)c1 (centres undefined) | 4% | -4 | 4% | -2%[11.5 µM] | 3% | -6% | 4% | 1% | -3% | -6% | 21%
O=C(COc1ccc(Cl)cc1)NNC(=O)c1cccnc1 | -14% | -7 | 3% | 4% | 1% | -1% | -1% | 1% | 2% | -1% | -6%
COC(=O)c1cc(S(=O)(=O)Nc2nn(C)c3cccc(F)c23)oc1C | ? | 18 | 0% | 1% | 4% | -5% | ? | 4% | -3% | 0% | -1%
O=C(COc1cccc(C(F)(F)F)c1)Nc1ccccc1N1CCCCC1 | 9% | -4 | 5% | 3% | -19% | -1% | -10% | -11% | -1% | 0% | -1%

A different layout for two compounds above.
canonical_smiles	ELG1 DNA repair	TSHR antagonist	TCR act	A-T KAP1 phos	Eya2 phos inh	Mito fusion yeast	BCR signal inh	ASM inhibitor	Integrin act MD	TSG101-PTAP inh	Tb PFK inh
C=CCn1c(SCc2cc([N+](=O)[O-])cc3c2OCOC3)nc2cc(C(=O)O)ccc2c1=O	6%	-12	-4%	-3%	7%	2%	7%	7%	-16%	-4%	21%
COC(=O)c1cccc(Nc2nc3ccccc3nc2C)c1	?	1	-1%	3%	1%	0%	?	20%	-6%	3%	6%

Later entries
SMILES | ELG1 DNA repair | TSHR antagonist | TCR act | A-T KAP1 phos | Eya2 phos inh | Mito fusion yeast | BCR signal inh | ASM inhibitor | Integrin act MD | TSG101-PTAP inh | Tb PFK inh
CC(=O)C1=C(O)C(=O)N(CCNCCO)C1c1ccccc1 (centres undefined) | -1% | -2 | 3% | -1% | 15% | -4% | -6% | 5% | 32% | 2% | 0%
CCC(C(=O)OCC(=O)NC1CCS(=O)(=O)C1)c1ccccc1 (centres undefined) | ? | 6 | 2% | 1% | 0% | -3% | 0% | 2% | -18% | 0% | 2%
CCc1c(C)nc(SCC(=O)N2CCCCC2C)[nH]c1=O (centres undefined) | ? | -1 | -1% | -7% | -6% | 2% | -1% | 6% | 10% | 0% | 0%
Cc1ccc(C(C)C)c(OCCN2C(=O)NC(C)(C)C2=O)c1 | -9% | 20 | -5% | 3% | 12% | -1% | 0% | 2% | 2% | -6% | 2%
COc1ccc(S(=O)(=O)N(C)CC(=O)N2CCCCCC2)cc1OC | 5% | 6 | 0% | 0% | 1% | -3% | 1% | 3% | 9% | -3% | 18%
N/C(=N\OC(=O)c1ccccc1Cl)c1ccncc1 | 23µM* | -48 | · | 7% | -8% | 29% | ? | 0% | -16% | 0% | 0%
Cc1ccc(-c2ccc(C(=O)NCCCNC(=O)c3cnccn3)o2)cc1Cl | -11% | -8 | -2% | -3% | -7% | 0% | 2% | 1% | 5% | -6% | -4%
CS(=O)(=O)Nc1ccc(C(=O)Nc2ccc3c(c2)OCCO3)cc1 | ? | -6 | -2% | 0% | -13% | -3% | ? | 2% | -13%[7.66 µM] | -5% | -2%
O=C(O)C1CCN(c2nc(-c3ccccc3)nc3c2oc2ccccc23)CC1 | -28% | 23 | 2% | 9% | -13% | 17% | ? | -1% | -15% | -8% | 2%
